ERG-DNA inh – inhibitors of human ERG Ets domain-DNA interaction; AID 624246; fluorescence polarization, His-ERG Ets domain / labelled DNA; Potency, µM (top dose mostly 76.9 µM), for inactives: at the top dose FP activity, negative = inhibition, actives largely listed as inhibitors; 370,000 compounds, 0.028% hits; active = well fitted inhibition curve with a large enough effect in the polarisation, with a control signal flat; inconclusive = small, poorly fitted or top-dose-only effect, or effect the other way, or a change in a side signal; inactive = no such curve, though single readings can be large or run the other way; the % refers to the polarisation;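 also: polarization taken with two DNA probes labelled with fluorescein and Texas red; % of control where 0% means no effect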
Target sequence (P11308 whole entry, looked up, the tested form may be a part): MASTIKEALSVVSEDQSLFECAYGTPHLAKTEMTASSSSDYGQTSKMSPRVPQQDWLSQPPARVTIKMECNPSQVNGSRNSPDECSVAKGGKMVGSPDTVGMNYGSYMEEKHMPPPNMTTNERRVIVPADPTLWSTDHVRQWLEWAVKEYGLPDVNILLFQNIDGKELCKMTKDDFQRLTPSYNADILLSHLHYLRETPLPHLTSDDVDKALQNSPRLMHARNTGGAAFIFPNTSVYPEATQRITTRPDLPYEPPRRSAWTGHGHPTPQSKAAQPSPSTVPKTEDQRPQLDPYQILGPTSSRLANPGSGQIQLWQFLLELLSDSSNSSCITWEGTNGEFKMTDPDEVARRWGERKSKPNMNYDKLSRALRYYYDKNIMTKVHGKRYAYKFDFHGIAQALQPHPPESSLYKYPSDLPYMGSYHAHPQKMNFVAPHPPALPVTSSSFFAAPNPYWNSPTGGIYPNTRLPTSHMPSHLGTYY
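His-tagged ERG Ets domain (1 uM in the protein solution; 300mM KCl, 50mM Tris-HCl, 1mM EDTA, 1mM DTT, pH 7.5) received compound, then a probe mix of 5 nM fluorescein-DNA and 100nM Texas-615-DNA. Fluorescence polarization was read for both dyes.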
GLS inhibitor – inhibitors of human glutaminase (GLS) | O94925 | GLS enzymatic activity, qHTS titration | Potency, µM (series often up to 45.5 µM), for the others: at the top dose activity change, negative = inhibition, actives largely listed as inhibitors | 410,000 compounds, 0.21% hits | AID 624170; also: % is scaled to controls: 0 for no effect and ±100 for the full control effect
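Coupled fluorescence readout: glutamate oxidase/HRP/Amplex Red detect glutamate formed by hKGA from L-glutamine (1 mM solution added). Buffer 45 mM KH2PO4 pH 8.2, 0.02% Tween-20; reads at t0 and 30 min RT.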
TrxR1 inh – rat TrxR1 inhibition. O89049. Potency, µM (series often up to 114 µM), for the others: top-dose activity change, negative = inhibition, actives largely listed as inhibitors. recombinant rTrxR1, NADPH fluorescence consumption, selenite substrate. 390,000 compounds, 1% hits; also: % is scaled to controls: 0 for no effect and ±100 for the full control effect; nearly all actives have a fitted effect of over 65% in size
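Rat TrxR1 (90 nM in the dispensed reagent) was pre-reduced with 400 uM NADPH for 5 min at room temperature, then incubated with compound for 15 min. After 400 uM selenite was added, NADPH fluorescence (Ex 340/Em 450 nm) was followed for 8 min.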
JMJD2A Tudor – blocks the human JMJD2A Tudor domain; AID 504339; Potency, µM (series often up to 114 µM), for inactives: top-dose activity change, negative = inhibition, actives largely listed as inhibitors; AlphaScreen JMJD2A-Tudor / H3K4me3 peptide binding; 390,000 compounds, 4.4% hits; also: % is scaled to controls: 0 for no effect and ±100 for the full control effect; nearly all actives have a fitted effect of over 50% in size
Tb PGK inh – inhibitors of T. brucei phosphoglycerate kinase; P07378; PGK/GAPDH coupled, Kinase-Glo luminescence, 60 min; Potency, µM (titrated, usually from 57.5 µM), inactives show top-dose activity change, negative = inhibition, usual class: inhibitors; 380,000 compounds, 0.043% hits; also: % is scaled to controls: 0 for no effect and ±100 for the full control effect; nearly all actives have a fitted effect of over 60% in size
Target sequence (P07378 whole entry, looked up): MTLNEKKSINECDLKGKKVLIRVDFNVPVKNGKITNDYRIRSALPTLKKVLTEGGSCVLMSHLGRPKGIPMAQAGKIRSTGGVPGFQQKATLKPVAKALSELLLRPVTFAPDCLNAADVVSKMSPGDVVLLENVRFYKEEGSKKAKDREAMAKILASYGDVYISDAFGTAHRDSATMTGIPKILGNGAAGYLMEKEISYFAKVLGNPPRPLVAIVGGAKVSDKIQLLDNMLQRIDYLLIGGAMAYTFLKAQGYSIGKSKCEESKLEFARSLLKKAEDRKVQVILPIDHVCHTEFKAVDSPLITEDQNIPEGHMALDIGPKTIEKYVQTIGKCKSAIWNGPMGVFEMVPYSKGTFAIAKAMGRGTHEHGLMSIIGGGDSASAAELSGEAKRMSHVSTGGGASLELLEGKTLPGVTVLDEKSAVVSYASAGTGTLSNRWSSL
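Recombinant glycosomal PGK reaction used 1,3-bisphosphoglycerate generated in-well by GAPDH (100nM final) in 100mM TEA pH 7.6, 5mM MgCl2, 0.01% Tween-20. After 60 minutes at room temperature, ATP was read by Kinase-Glo Plus luminescence end-point.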
ALOX12 inh – ALOX12 (human) lipoxygenase inhibition | purified 12hLO, xylenol orange hydroperoxide absorbance | 580,000 compounds, 1.1% hits | AID 1671190 | P18054 | Potency, µM (top dose mostly 108 µM), inactives show at the top dose activity change, negative = inhibition, hits mostly inhibitors; also: % is scaled to controls: 0 for no effect and ±100 for the full control effect
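Purified human 12hLO (150 nM final) in 25 mM Hepes, 0.01% Triton X-100, pH 7.0 was preincubated 15 min at room temperature with compound. Then 40 uM arachidonic acid was added, 30 min. Hydroperoxide was read by Fe-XO absorbance ratio 573/405 nm.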
Pin1 inhibitor – blocks the human prolyl isomerase Pin1; AID 504891; Q13526; Potency, µM (titrated, usually from 115 µM), without a hit: top-dose activity, negative = inhibition, hits mostly inhibitors; Pin1 FP peptide displacement, HiFluor488, 10 min; 390,000 compounds, 0.009% hits; active = well fitted inhibition curve with a large enough effect in the polarisation, with a control signal flat, not every such curve was filed as active; inconclusive = small, poorly fitted or top-dose-only effect, or effect the other way, or a change in a side signal; inactive = no such curve, though single readings can be large or run the other way; the % refers to the polarisation; also: % is scaled to controls: 0 for no effect and ±100 for the full control effect
RGS4 inhibitor – inhibitors of human regulator of G protein signaling 4 | Transcreener GDP fluorescence polarization, RGS4-accelerated GTP hydrolysis | Potency, µM (highest dose often 114 µM), inactives show at the top dose activity change, negative = inhibition, actives largely listed as inhibitors | 390,000 compounds, 0.039% hits | AID 504845; also: % is scaled to controls: 0 for no effect and ±100 for the full control effect; nearly all actives have a fitted effect of over 75% in size; some results filed as inactive show a strong effect at the top dose
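MLSMR compounds (23 nl, pin-transferred) preincubated 10 min at room temperature with a 500nM (2x) first reagent, then RGS4 at 900nM (2x) plus Transcreener GDP mix added; fluorescence polarization (620/688 nm) read before and after 90 min at 30 °C.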
HP1b binding inh – inhibitors of HP1-beta chromodomain binding to methylated histone tails; 390,000 compounds, 0.56% hits; Potency, µM (doses to about 114 µM), for inactives: at the top dose activity change, negative = inhibition, usual class: inhibitors; AlphaScreen HP1-beta / biotin-H3K9me3 peptide binding; P83916; also: nearly all actives have a fitted effect of over 70% in size; inactives centre near 23
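AlphaScreen: HP1-beta (50 nM) preformed 30 min with biotin-H3(1-18)K9me3 peptide (50 nM) in PBS pH 7.4, 0.01% Tween-20. Compound added for 30 min at RT, then streptavidin donor/nickel chelate acceptor beads (10 ug/mL) for 30 min.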
* hit, by the source's call; i = inactive; ? = inconclusive; . = no result given; & = joins results of further samples; [ ] = another dose, or the depositor's remark. Unless noted, calls follow the shape of the dose curve; as a rule, active = well fitted curve in the direction sought with a large enough effect; inconclusive = small, poorly fitted or top-dose-only effect, or another doubt; inactive = no such curve, though single readings can be large; an effect the other way counts as inactive or inconclusive. Potency is read from the fitted curve at half-maximal effect.

ERG-DNA inh	GLS inhibitor	TrxR1 inh	JMJD2A Tudor	Tb PGK inh	ALOX12 inh	Pin1 inhibitor	RGS4 inhibitor	HP1b binding inh	smiles
-2.0%	-2.6%	39.8µM*	?	i	-16.9%	-8.9%	-17.3%	51.6%[activator]	O=C(/C(Br)=C/Nc1cc(Cl)ccc1Cl)C(F)(F)F
-0.5%	-4.9%	1.1%	-1.0%	4.9%	-25.1%	-1.7%	1.9%	36.9%	COc1ccc(/C=C/C(=O)OC2CCCN(C)C2)cc1 (stereo unspecified)
.	-4.7%	-6.8%	0.0%	i	?	-0.6%	-31.9%	27.8%	CSc1ncccc1C(=O)OCC(=O)NC1CCCc2ccccc21 (stereo unspecified)
18.3%	-0.3%	6.1%	-12.9%	-7.8%	11.7%	-5.2%	-0.1%	51.2%[activator]	CC(C)N(CCCNC(=O)c1nn(C)c2c1CS(=O)(=O)c1ccccc1-2)Cc1ccccc1
-11.7%	12.4%	-2.3%	1.4%	-1.3%	-1.8%	-10.4%	15.6%	26.6%	O=C(Nc1ccccn1)c1csc2c1CCCC2
2.0%	-28.8%	31.9%[57.1 µM]	-29.8%	-3.5%	1.2%	?	-11.0%	4.3%	OCCC1CN(Cc2nc(-c3ccccc3)cs2)CCN1Cc1ccc(F)cc1 (stereo unspecified)
-3.4%	-5.8%	39.6%[57.1 µM]	10.3%	-2.6%	-21.8%	6.5%	1.0%	34.9%[57 µM]	CCOC(=O)c1cccc(NC(=O)c2cnc(N3CCCCC3)c3ccccc23)c1
12.2%	17.8%	-8.7%	?	-9.7%	20.0%	-7.4%	-13.8%	-6.2%	COc1ccc(/C=N/NC(=O)c2ccc(C)cc2)cc1CN1CCN(c2ccc(F)cc2)CC1
1.6%	1.7%	42.2%[activator]	-14.3%	-2.7%	?	15.4%	-5.7%	50.7%[activator]	Cc1ccccc1Cn1cc(NC(=O)c2cc(-c3ccco3)on2)cn1
0.5%	-10.6%	10.8%[57.1 µM]	-11.7%	-4.7%	0.0%	2.2%	14.7%	29.9%	O=C(NCc1ccc(F)cc1)C(=O)NCC(c1cccs1)S(=O)(=O)c1cccs1 (stereo unspecified)
-7.5%	19.7%	16.8%	-16.0%	-8.1%	1.3%	-4.9%	5.7%	40.4%[activator]	CCOc1cc(C2c3c(-c4ccccc4O)n[nH]c3C(=O)N2Cc2cccnc2)ccc1O (stereo unspecified)
-8.2%	15.1%	9.1%	-24.8%	i	0.0%	2.2%	18.2%	6.6%	O=C(c1cc2c(s1)CCCC2)N1CCN(c2ccccc2)CC1
8.6%	5.3%	-2.0%	-2.9%	-1.2%	0.0%	-0.7%	-4.5%	25.4%	COc1cc2c(cc1OC)-c1nnc(-c3ccco3)n1C1(CCCC1)C2
4.0%	-4.4%	-0.8%	-24.5%	-6.1%	-25.1%	36.7%[activator]	?	73.2%[activator]	COc1ccc(NC(=O)C2=CC(c3ccc4c(c3)OCO4)=NS(=O)(=O)N2C)cc1
-10.5%	13.9%	19.3%	-0.7%	0.3%	-13.4%&-21.7%	6.2%	14.8%	30.5%	CC(C)CNC(=O)c1cc(-c2ccc(Cl)c(Cl)c2)on1
5.9%	2.1%	6.5%	-2.3%	-0.8%	91.9%[activator]	-5.4%	33.5%	19.1%	CN(c1ccc(C(=O)NC2CCCC2)cc1)S(=O)(=O)c1ccc(Cl)cc1
2.2%	-2.8%	7.1%	-11.7%	-1.4%	-10.2%	5.9%	-26.4%	31.8%	CCCc1cc(=O)[nH]c(Nc2ccc(OC)c(Cl)c2)n1
6.4%	2.3%	14.3%[57.1 µM]	-16.2%	i	?	2.6%	-11.8%	23.0%	COc1ccc(/C=N/NC(=O)c2ccco2)cc1OCc1ccccc1
8.4%	-2.0%	8.9%[57.1 µM]	-6.3%	11.5%	23.1%	5.1%	9.5%	35.7%	CCOC(=O)C1CCN(S(=O)(=O)c2cc3c(cc2C)NC(=O)CO3)CC1
0.6%	-8.9%	25.8%[57.1 µM]	-33.0%	i	-3.7%	2.6%	-35.4%	37.5%	COc1ccc(NC(=O)c2cc3c(=O)n(Cc4cccs4)ccc3nc2C)c(OC)c1
-12.8%	5.1%	2.7%	-6.4%	5.4%	5.0%	-1.5%	-13.8%	25.3%	CCNC(=O)NC(=O)CSc1cccc(C(F)(F)F)c1
-0.1%	0.3%	-9.8%[57.1 µM]	3.0%	i	-11.0%	7.6%	?	26.3%	COc1ccc2cc3cc(C(=O)NCc4cccnc4)oc3nc2c1
-12.1%	-3.3%	8.7%[57.1 µM]	4.5%	i	-7.2%	2.0%	-12.5%	28.0%	O=C(CSc1nnc2ccccn12)NNC(=O)c1ccc(F)cc1
-2.3%	-7.0%	11.5%[57.1 µM]	-20.1%	4.1%	?	5.4%	-9.9%	12.9%[57 µM]	COCCNC(=O)CCCN1C(=O)CCn2nc(-c3cccn3C)cc21
2.9%	6.7%	5.4%	?	.	?	-0.9%	-8.0%	-10.5%	COc1cc(C)c(Cl)cc1S(=O)(=O)NCCc1c(C)[nH]c2ccccc12

The list goes on, overlapping the part above by 3 compounds.
ERG-DNA inh	GLS inhibitor	TrxR1 inh	JMJD2A Tudor	Tb PGK inh	ALOX12 inh	Pin1 inhibitor	RGS4 inhibitor	HP1b binding inh	smiles
-12.1%	-3.3%	8.7%[57.1 µM]	4.5%	i	-7.2%	2.0%	-12.5%	28.0%	O=C(CSc1nnc2ccccn12)NNC(=O)c1ccc(F)cc1
-2.3%	-7.0%	11.5%[57.1 µM]	-20.1%	4.1%	?	5.4%	-9.9%	12.9%[57 µM]	COCCNC(=O)CCCN1C(=O)CCn2nc(-c3cccn3C)cc21
2.9%	6.7%	5.4%	?	.	?	-0.9%	-8.0%	-10.5%	COc1cc(C)c(Cl)cc1S(=O)(=O)NCCc1c(C)[nH]c2ccccc12
-1.0%	0.8%	20.6%[0.0914 µM]	-17.5%	-1.4%	17.0%	8.1%	-24.9%	17.0%	CN(C)S(=O)(=O)c1cccc(NC(=O)CCNC(=O)c2ccccc2Cl)c1
-4.7%	-8.1%	10.6%	?	-1.1%	-6.0%[57.4 µM]	-3.8%	-1.1%	53.3%[activator]	O=C(CSc1ccc2nnc(-c3ccccn3)n2n1)NCc1ccc2c(c1)OCO2
-1.0%	-1.2%	2.8%	-4.0%	i	5.0%	-1.9%	-20.3%	37.2%	CC1Cc2ccccc2N1C(=O)Cc1cccs1 (stereo unspecified)
-4.1%	-3.1%	12.5%[57.1 µM]	-11.3%	3.1%	-8.9%	2.1%	1.7%	35.7%	Cc1cccc(NS(=O)(=O)c2cn(C)c(=O)n(C)c2=O)c1C
15.1%	-2.6%	5.3%[2.29 µM]	-14.8%	-12.6%	41.7%[activator]	?	-22.8%	39.7%[activator]	O=C1NC(=S)N/C1=C/c1cc2c(cc1[N+](=O)[O-])OCO2
5.7%	10.2%	0.2%[57.1 µM]	-18.3%	2.5%	21.3%	7.8%	-5.0%	3.3%	Cn1c(SCC(=O)N2CCN(c3ccccc3)CC2)nnc1-c1c[nH]c2ccccc12
12.5%	6.3%	4.6%	-7.7%	2.2%	6.6%	7.5%	9.5%	46.5%[activator]	Cc1nn(C2CCS(=O)(=O)C2)c(Cl)c1/C=C/C(=O)OCC(=O)N(C)C (stereo unspecified)
3.5%	0.3%	5.7%	?	-5.8%	-2.5%	-2.3%	-6.6%[56.9 µM]	56.9%[activator]	CS(=O)(=O)c1nc(S(=O)(=O)c2ccc(Cl)cc2)c(N2CCOCC2)s1
-7.6%	-5.4%	1.1%	-5.5%	-0.6%	2.1%	0.3%	9.2%	33.6%	O=C1CCc2cc(S(=O)(=O)N3CCN(c4ccc(F)cc4)CC3)cc3c2N1CC3
11.0%	4.4%	6.1%	-8.6%	-2.6%	-3.8%	1.2%	-11.1%	10.7%	OCC(O)[C@@H](O[C@H]1O[C@H](CO)[C@@H](O)[C@H](O)[C@H]1O)[C@H](O)[C@@H](O)CO (stereo partly specified)
-1.7%	-2.3%	-9.0%	2.1%	8.2%	5.8%[57.4 µM]	-15.9%	-2.7%	129.5%[activator]	CC(C)Nc1ncnc2c1cnn2-c1ccc(Cl)cc1
7.9%	1.1%	9.5%	-27.6%	-3.4%	-18.6%	-0.4%	-20.0%	4.5%	CC(=O)c1cc(-c2ccc(F)cc2)n(CCC(=O)NC(C)(C)C)c1C
10.7%	-19.3%	?	-35.9%	-2.7%	6.31µM*	9.9%	?	-0.4%	Cc1ccc(-c2cc(C(=O)Nc3ccccc3C(N)=O)c3ccccc3n2)o1
9.8%	-6.9%	-18.3%	-34.6%	-1.8%	-1.2%	2.0%	0.4%	12.5%	Cc1ccc(N2C(=O)N(CC(=O)Nc3ccc([N+](=O)[O-])cc3)C(=O)C2C)cc1 (stereo unspecified)
2.0%	-5.9%	33.9%[57.1 µM]	-1.7%	6.2%	9.9%	1.6%	14.5%	9.2%	CC(C)c1cc(CN2CCN(C3CCCC3)C(CCO)C2)[nH]n1 (stereo unspecified)

Only part of the results is shown; count on the stated rates, not on these rows.
